# PKA-R1A act – activators of PKA-R1A holoenzyme, primary screen, biochemical, fluorescence polarization, Cy5-IP20, bovine R1A, mouse PKAc; cAMP-dependent protein kinase type I-alpha regulatory subunit (Bos taurus) + …; PKA-R1A dissociation; scaled: DMSO 0%, 113 µM cGMP 100%; activation, % at 11.4 µM; hit rate 0.083% among 340,000; AID 504707, 2011;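 active = percent activation above the mean of all tested compounds plus 3 SD, cut at about 19% in these data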;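 also: higher means more PKAc released from R1A so a rise in polarization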
# V-ATPase pH – regulators of yeast V-ATPase proton pumping, primary screen, pHLuorin cytosolic pH fluorescence; response, % at 10 µM; hit rate 0.37% among 350,000; S. cerevisiae; AID 504577, 2011; in the data active = response mostly above about 7.3%, no sharp cut-off; inactive = mostly below about 5.4%; also: actives read high; inactives centre near 0; some compounds called inactive have numbers as strong as hits; reference of the scale not given here
# Arr AP2 block – inhibitors of beta-arrestin/AP2 binding, primary screen, biochemical, GPCR trafficking, flow cytometry; FITC-arrestin peptide / GST-AP2 beads; AP2 beta2 appendage carries R879A mutation; inhibition, % at 10 µM; hit rate 0.31% among 340,000;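 active = inhibition above a set limit, near 3 SD of compounds lacking own fluorescence, cut at about 54% in these data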;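 also: plate controls were DMSO wells for no effect and 5 µM unlabelled arrestin peptide for full effect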
#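 System: GST-AP2 R879A glutathione beads | Also added: FITC-arrestin peptide, 50 nM | Times: 12 min plus 1 h, RT | Signal: Bead flow cytometry, FITC channel | Buffer or medium: PBS with 0.05% Tween 20 and 0.1% BSA | Read-out basis: Percent drop in bead-associated FITC signal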
# HTR5A inv ag – HTR5A inverse agonists in luminescence cell assay, primary screen, counter-screen for OPRM1-OPRD1 heterodimer inverse agonist project, full-deck HTS. HTR5A cell line, inverse agonism. inhibition, % at 9.3 µM. hit rate 0.083% among 340,000. AID 504634, 2011; in the data active = inhibition mostly above about 23%, no sharp cut-off; inactive = mostly below about 18%;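 also: 0% = cells with DMSO and 100% = no-cell wells with DMSO; some compounds called inactive have numbers as strong as hits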
# Target sequence (P47898 whole entry, looked up): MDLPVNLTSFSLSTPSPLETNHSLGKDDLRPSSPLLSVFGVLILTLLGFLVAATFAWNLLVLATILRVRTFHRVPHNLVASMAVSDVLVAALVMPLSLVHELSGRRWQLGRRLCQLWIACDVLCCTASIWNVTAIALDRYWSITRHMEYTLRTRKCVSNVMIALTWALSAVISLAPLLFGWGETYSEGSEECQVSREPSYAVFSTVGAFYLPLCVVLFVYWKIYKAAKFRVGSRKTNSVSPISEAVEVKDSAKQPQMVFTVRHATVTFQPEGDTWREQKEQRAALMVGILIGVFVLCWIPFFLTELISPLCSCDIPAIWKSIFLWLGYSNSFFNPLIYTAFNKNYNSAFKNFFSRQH
# HTR5A ag ctr – HTR5A agonists in luminescence cell assay, primary screen, counter-screen for OPRM1-OPRD1 heterodimer agonist project, full-deck HTS; 5-hydroxytryptamine receptor 5A (Homo sapiens), P47898; cell-based; activation, % at 9.3 µM; hit rate 0.61% among 340,000; in the data active = activation mostly above about 9.5%, no sharp cut-off; inactive = mostly below about 7.6%;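 also: 0% = cells with vehicle only and 100% = reference agonist; strong numbers were not always called active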
# OPRM1-OPRD1 ag – agonists of OPRM1-OPRD1 heterodimerization, primary screen, cell-based, luminescence | activation, % at 9.3 µM | cells | AID 504326, 2011 | Mu-type opioid receptor (Homo sapiens) + Delta-type opioid receptor (Homo sapiens), … | hit rate 0.3% among 340,000; in the data active = activation above about 18%;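 also: 0% = vehicle-treated cells and 100% = reference agonist; values of inactives mirror those of a sister screen read the other way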
# DSG3 Ab inh – inhibitors of pemphigus antibody binding to DSG3, primary screen, biochemical, bead-based, flow cytometry, scFv-GFP; DSG3-coupled beads, scFv-anti-DSG3-GFP binding; hits give low values; AID 588358, 2011; Desmoglein-3 (Homo sapiens), P32926; hit rate 0.48% among 310,000; binding (percent of control), % at 10 µM;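 active = binding more than 3 SD below its plate's average and above zero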;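 also: hits lower antibody fragment binding to DSG3; some compounds called inactive have numbers as strong as hits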
# DAGLB inhibitor – DAGLB lipase inhibitors, primary screen, biochemical, fluorescence, HTS. Diacylglycerol lipase-beta (Homo sapiens), Q8NCG7. HEK293T DAGLB membrane lysate, EnzChek fluorogenic substrate. inhibition, % at 5.17 µM. hit rate 0.059% among 340,000; in the data active = inhibition above about 34%;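 also: 0% = enzyme with vehicle and 100% = wells lacking enzyme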
# Target sequence (Q8NCG7 whole entry, looked up): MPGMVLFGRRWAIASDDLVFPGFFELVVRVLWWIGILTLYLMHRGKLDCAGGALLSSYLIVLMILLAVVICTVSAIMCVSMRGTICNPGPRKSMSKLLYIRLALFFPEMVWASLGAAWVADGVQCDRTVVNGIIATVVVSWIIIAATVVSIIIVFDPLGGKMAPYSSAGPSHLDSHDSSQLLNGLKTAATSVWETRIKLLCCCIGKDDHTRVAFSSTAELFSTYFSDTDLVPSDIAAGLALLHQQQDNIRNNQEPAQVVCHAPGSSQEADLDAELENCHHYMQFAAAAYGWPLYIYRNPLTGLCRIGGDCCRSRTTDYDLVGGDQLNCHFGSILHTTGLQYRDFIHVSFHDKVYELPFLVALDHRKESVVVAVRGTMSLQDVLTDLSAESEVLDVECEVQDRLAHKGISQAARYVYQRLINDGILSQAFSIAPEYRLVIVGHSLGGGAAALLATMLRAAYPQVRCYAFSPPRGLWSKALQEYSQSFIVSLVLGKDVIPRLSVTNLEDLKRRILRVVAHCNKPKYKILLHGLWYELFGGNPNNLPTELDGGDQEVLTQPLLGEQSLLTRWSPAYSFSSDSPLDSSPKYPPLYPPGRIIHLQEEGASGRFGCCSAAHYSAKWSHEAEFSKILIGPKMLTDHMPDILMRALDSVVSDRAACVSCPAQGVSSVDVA
# PKA-R2B act – activators of PKA-R2B holoenzyme, primary screen, biochemical, fluorescence polarization, Cy5-IP20, human. cAMP-dependent protein kinase catalytic subunit beta (Homo sapiens) + cAMP-dependent …. AID 504700, 2011. PKA-R2B holoenzyme dissociation; R2B truncated from residue 108, S112A mutant; 0% DMSO only, 100% 113 µM cGMP. activation, % at 11.4 µM. hit rate 0.079% among 340,000;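 active = activation above a cutoff set at the mean over all compounds plus 3 SD, cut at about 18% in these data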;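 also: higher means more holoenzyme dissociation and a rise in polarization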
# OPRM1-OPRD1 inv – inverse agonists of MOR-DOR heterodimerization, primary screen, cell-based, luminescence. cell-based MOR-DOR heterodimer luminescence, inverse agonism. inhibition, % at 9.3 µM. hit rate 0.21% among 340,000. Mu-type opioid receptor (Homo sapiens) + Delta-type opioid receptor (Homo sapiens), …; in the data active = inhibition above about 22%, passing the limit was not always enough;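 also: 0% = cells with DMSO and 100% = wells without cells with DMSO; values of inactives mirror those of a sister screen read the other way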
# Numbers without * were called inactive; . = no result given; & = joins results of further samples.
SMILES,PKA-R1A act,V-ATPase pH,Arr AP2 block,HTR5A inv ag,HTR5A ag ctr,OPRM1-OPRD1 ag,DSG3 Ab inh,DAGLB inhibitor,PKA-R2B act,OPRM1-OPRD1 inv
COc1ccc(NC(=O)CC(C(=O)O)C(C)c2ccccc2)cc1 (stereo unspecified),-1,-3,2,-8,2,-2.2,113,-4,1,11
CC(CCCC(C)(C)O)NC(=O)c1ccc(OC2CCN(C(=O)C3CC3)CC2)cc1 (stereo unspecified),-20,-1,-12,5,-2,-1.9,99,-3,3,9
O=C(Cn1c(SCC(=O)NC2CCCC2)nnc1-c1ccncc1)Nc1ccc2c(c1)OCO2,-9,1,0,13,5,-0.9,111,-2,0,4
CCc1cccc(NC(=O)CCSCCC(=O)Nc2cccc(CC)c2)c1,-10,-1,3,9,-1,0.5,112,-4,-19,-3
O=C(C[n+]1cccc(O)c1)Nc1ccc(Br)cc1,-5,-1,-9,24,-2,-2.3,102,1,6,12
CN(C)/C=N/S(=O)(=O)c1ccc(Cl)c(Cl)c1,8,3,42,-16,0,-0.7,.,0,1,4
Cc1ccc(F)c(NC(=O)CCOc2ccccc2C)c1,-5,-1,4,-4,1,-0.6,88,-4,4,3
COC(=O)CSc1nc2cc(Cl)ccc2c(=O)n1C1CCCC1,-6,3,-4,-18,7,-0.1,104,-9,-1,1
COc1cccc(NC(=S)N2CCC(c3ccc(C)cc3)C2)c1 (stereo unspecified),-2,2,37,9,-2,-0.7,102,-8,1,3
CCOC(=O)CC1=CC(C)(CC(=O)OCC)C(C#N)(C#N)C(N)=C1C#N (stereo unspecified),-8,2,2,-2,3,-0.5,101,-7,-3,3
CCN(CC(=O)NCc1cccs1)CC(=O)Nc1ccc(C(N)=O)cc1,-6,-1,6,0,3,-2.0,102,-1,2,8
COC(=O)c1sccc1NC(=S)Nc1ccc(F)cc1F,-7,-4,-86,-3,-3,-1.4,96,2,4,7
O=C(COC(=O)c1ccccc1NC(=O)c1ccco1)NCc1ccc2c(c1)OCO2,-5,1,-5,-8,-1,-1.6,108,-1,4,9
NS(=O)(=O)c1ccc(NC(=O)CCC(=O)N2CCOCC2)cc1,2,2,-2,-20,6,-1.0,110,-1,-8,7
COC(=O)c1ccc(N)nc1,6,0,-2,-14,2,-0.5,106,0,3,2
COc1ccc(NC(=O)C2CCCN(S(=O)(=O)c3ccc(-n4cnnn4)cc3)C2)cc1 (stereo unspecified),5,-3,27,-21,1,-1.4,94,-5,-3,8
O=S(=O)(c1cccc(S(=O)(=O)N2CCC(Cc3ccccc3)CC2)c1)N1CCOCC1,-2,1,-8,22,3,-1.7,85,-5,0,10
CCC(C(=O)NCc1cccnc1)n1nc(C)c2sc3ccccc3c2c1=O (stereo unspecified),-5,-2,-9,4,-2,-1.8,80,3,-2,9
CC1CCN(C(=O)CSc2nnc3c(n2)[nH]c2ccc(F)cc23)CC1,0,1,-29,-9,4,-0.1,99,0,6,0
CCN(C(=O)Cc1ccc(Br)cc1)C1CCCCC1,7,2,-15,11,-5,3.3,.,-3,1,-14
COc1ccc(-c2cc(C(F)(F)F)nc(SCCC(=O)N3CCOCC3)n2)cc1,-18,0,28,-10,4,-2.9,108,-1,8,16
Cc1noc(C(=O)Nc2ccc3c(c2)OCO3)c1Cl,0,-1,23,13,-5,-2.1,96,-2,8,11
N#Cc1c(/N=C/N2CCCC2)oc(-c2ccccc2)c1-c1ccccc1,-9,0,0,-18,-2,-0.8,101,-6,-8,5
Cc1cc(NC(=O)CSc2nnc(-c3ccncc3)n2-c2ccccc2)no1,0,1,-21,-3,2,-0.9,100,1,7,5
Cc1ccc(NC2CCCN(C(=O)c3cc(C(C)C)[nH]n3)C2)cc1C (stereo unspecified),-7,-5,33,-11,1,-0.4,98,2,8,2
Cc1ccc(NS(=O)(=O)c2ccc(C(=O)N3CC(C)CC(C)C3)cc2)cc1 (stereo unspecified),1,1,-9,-34,10,1.9,100,-3,-19,-10
O=C(O)c1ccc(COc2cccc(CO)c2)cc1,-10,3,8,10,0,-1.7,89,-3,-12,9
COC(=O)c1cc(NC(=O)Cc2cccs2)cc(C(=O)OC)c1,1,1,-15,-9,-2,-2.1,100,-1,-19,12
O=C(Cn1ncc2c(=O)oc3ccccc3c21)NCc1cccnc1,-1,0,1,4,-2,-1.0,92,-2,9,5
O=C(NCCc1ccncc1)Nc1ccc(Cl)c(Cl)c1,-15,-4,-11,36,0,2.4,102,-1,-3,-12
Cc1noc(C)c1S(=O)(=O)Nc1cccc(CO)c1,-6,1,6,-1,0,-1.1,97,1,1,8
CCOC(=O)CC1=CSC2=NS(=O)(=O)CCN12,4,0,4,-9,3,-2.2,95,-4,-8,12
CC(C)(C)NC(=O)NC(=O)CSc1ncc(C(F)(F)F)cc1Cl,-7,0,24,-45,2,9.5,97,-1,-5,-52
Cc1ccc(S(=O)(=O)NCc2ccc(C(=O)N3CCN(c4ccccc4)CC3)cc2)cc1,-9,-7,12,-15,1,-1.1,.,2,-2,5
O=C(COC(=O)CCC(=O)c1ccc2c(c1)OCCO2)NCc1ccc2c(c1)OCO2,9,1,-2,2,3,-2.7,.,0,6,17
O=C(Nc1ccc([N+](=O)[O-])cc1)C1(c2ccccc2)CCOCC1,-6,4,12,12,-3,1.6,96,-1,11,-8
Cc1ccnc(NC(=S)NC(=O)c2ccco2)c1,0,2,5,-13,0,-3.4,103,-2,13,18
CC(=O)Nc1ccc(S(=O)(=O)N2CCN(Cc3csc(C)n3)CC2)cc1,3,0,-5,-19,8,-0.9,118,-1,-8,5
CCCC(=Nc1ccc(N)cc1)C1=C(O)C(C(=O)OC)C(C)(C)CC1=O (stereo unspecified),4,-2,4,-6,-2,2.8,106,8,-4,-15
Cc1cc(C)n(-c2nnc(C)n2/N=C/c2ccccc2OCc2ccccc2Cl)n1,-12,1,-3,8,-3,-0.3,103,-3,-3,2
O=C(CN(C(=O)c1csnn1)c1ccc2c(c1)OCCO2)NCc1ccccc1,4,2,5,-30,1,2.2,.,-3,9,-15
NC(=O)[C@H]1CC2(CC(c3cccc(NC(=O)COc4ccc(Cl)cc4)c3)=NO2)CN1C(=O)[C@H]1CCC(=O)N1 (stereo partly specified),-6,0,13,-13,-3,-0.8,99,0,-3,4
CC(C)(C)c1cc(=O)n2c(C#N)c(C#N)nc2[nH]1,4,7,3,4,6,-1.6,.,5,10,10
O=c1[nH]nc2n1CCCCC2,-5,-1,5,-2,-5,-1.8,98,-3,-4,10
Cc1cc(S(=O)(=O)Nc2ccc(C(=O)NCC(c3ccco3)N3CCCCC3)cc2)ccc1F (stereo unspecified),5,0,29,-10,4,-1.0,101,-1,-7,5
O=C(NCc1ccccc1)C(=O)c1cn(CC(=O)N2CCOCC2)c2ccccc12,-3,-2,13,-13,4,-1.7,121,0,0,9
O/N=C/c1ccc(OCC(O)COc2ccc(/C=N/O)cc2)cc1,-7,-2,-4,5,0,-0.2,.,-3,3,1
CN(C)CCC(c1ccccc1)c1ccccn1 (stereo unspecified),-9&11&1,2&5&4,-1&-6&1,-5&-17&-37,1&5&-2,-0.8&-2.9&-2.2,100&120,-1&2&0,-2&1&4,4&16&12
CCOc1cc2[nH]c(=O)n(CCCCCC(=O)NC3CCCC3)c(=O)c2cc1OCC,4,-5,41,8,-3,-1.2,.,1,-15,6
CCOC(=O)CN1CC23C=CC(O2)C(C(=O)NCc2ccccc2OC)C3C1=O (stereo unspecified),-6,0,4,2,-1,-3.0,113,2,8,15
CCCOc1ccc(N2C(=O)CC(N3CCC(O)(c4cccc(C(F)(F)F)c4)CC3)C2=O)cc1 (stereo unspecified),-7,-2,6,-16,-1,0.6,102,-3,-10,-3
CCN(CC)C(=O)CSc1ncccc1-c1nc2ccccc2[nH]1,-4,-1,-11,-19,10,-2.1,.,-2,-7,10
CCCCN(C(=O)CCC(=O)Nc1cc(C)on1)C(C(=O)NC(C)(C)CC)c1cccc(OC)c1OC (stereo unspecified),-2,1,39,10,-4,-2.7,83,0,-5,15

# 11 entries from above, tab-delimited:
structure	PKA-R1A act	V-ATPase pH	Arr AP2 block	HTR5A inv ag	HTR5A ag ctr	OPRM1-OPRD1 ag	DSG3 Ab inh	DAGLB inhibitor	PKA-R2B act	OPRM1-OPRD1 inv
CC(C)(C)c1cc(=O)n2c(C#N)c(C#N)nc2[nH]1	4	7	3	4	6	-1.6	.	5	10	10
O=c1[nH]nc2n1CCCCC2	-5	-1	5	-2	-5	-1.8	98	-3	-4	10
Cc1cc(S(=O)(=O)Nc2ccc(C(=O)NCC(c3ccco3)N3CCCCC3)cc2)ccc1F (stereo unspecified)	5	0	29	-10	4	-1.0	101	-1	-7	5
O=C(NCc1ccccc1)C(=O)c1cn(CC(=O)N2CCOCC2)c2ccccc12	-3	-2	13	-13	4	-1.7	121	0	0	9
O/N=C/c1ccc(OCC(O)COc2ccc(/C=N/O)cc2)cc1	-7	-2	-4	5	0	-0.2	.	-3	3	1
CN(C)CCC(c1ccccc1)c1ccccn1 (stereo unspecified)	-9&11&1	2&5&4	-1&-6&1	-5&-17&-37	1&5&-2	-0.8&-2.9&-2.2	100&120	-1&2&0	-2&1&4	4&16&12
CCOc1cc2[nH]c(=O)n(CCCCCC(=O)NC3CCCC3)c(=O)c2cc1OCC	4	-5	41	8	-3	-1.2	.	1	-15	6
CCOC(=O)CN1CC23C=CC(O2)C(C(=O)NCc2ccccc2OC)C3C1=O (stereo unspecified)	-6	0	4	2	-1	-3.0	113	2	8	15
CCCOc1ccc(N2C(=O)CC(N3CCC(O)(c4cccc(C(F)(F)F)c4)CC3)C2=O)cc1 (stereo unspecified)	-7	-2	6	-16	-1	0.6	102	-3	-10	-3
CCN(CC)C(=O)CSc1ncccc1-c1nc2ccccc2[nH]1	-4	-1	-11	-19	10	-2.1	.	-2	-7	10
CCCCN(C(=O)CCC(=O)Nc1cc(C)on1)C(C(=O)NC(C)(C)CC)c1cccc(OC)c1OC (stereo unspecified)	-2	1	39	10	-4	-2.7	83	0	-5	15

# Compound activity deposited in PubChem BioAssay by several laboratories.
